TrxR1 inh: inhibitors of rat thioredoxin reductase 1 | O89049 | recombinant rTrxR1, NADPH fluorescence consumption, selenite substrate | Potency, µM (series often up to 114 µM), without a hit: at the top dose activity change, negative = inhibition, hits mostly inhibitors | actives 1% (n = 390,000); also: potency is read from the fitted curve at half-maximal effect; % is scaled to controls: 0 for no effect and ±100 for the full control effect; nearly all actives have a fitted effect of over 65% in size
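Rat TrxR1 (90 nM in the dispensed reagent) was pre-reduced with 400 uM NADPH for 5 min at room temperature, then incubated with compound for 15 min. After 400 uM selenite was added, NADPH fluorescence (Ex 340/Em 450 nm) was followed for 8 min.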
USP1 inh: blocks the human USP1/UAF1 deubiquitinase complex; actives 0.23% (n = 390,000); Potency, µM (titrated, usually from 57.1 µM), for inactives: at the top dose activity change, negative = inhibition, usual class: inhibitors; recombinant USP1/UAF1, Ub-Rhodamine cleavage fluorescence; O94782; also: potency is read from the fitted curve at half-maximal effect; % is scaled to controls: 0 for no effect and ±100 for the full control effect; nearly all actives have a fitted effect of over 60% in size; inactives centre near -12
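In this screen, compounds sit with the deubiquitinase complex (1nM) for 15 min at room temperature before Ub-Rho is added at 150nM final. Fluorescence rise is then followed for 6 reads every 60 seconds.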
PI4K2A block: PI4K2A (human) kinase inhibition; actives 0.13% (n = 420,000); purified PI4K2A, ADP-Glo luminescence, 1 h; hits give low values; activity change, negative = inhibition, % at 76.9 µM; Q9BTU6; AID 1346378; in the data active = activity change below about -50%; inconclusive = mostly about -30% to -49%;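 also: -100% = wells without enzyme as full effect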
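Compounds are screened against recombinant PI4K2A using PI as substrate and ATP, the latter dispensed at 300 microM. Reactions run one hour at ambient temperature before ADP-Glo detection; full inhibition defined by wells lacking enzyme.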
mIDH1 inhibitor: inhibitors of human mutant IDH1 R132H | AID 602179 | actives 0.093% (n = 390,000) | IDH1-R132H enzyme, NADPH consumption, diaphorase/resazurin fluorescence | Potency, µM (titrated, usually from 76.6 µM), for the others: top-dose activity change, negative = inhibition, most hits filed as inhibitors; also: potency is read from the fitted curve at half-maximal effect; % is scaled to controls: 0 for no effect and ±100 for the full control effect; nearly all actives have a fitted effect of over 65% in size
Target sequence (O75874 whole entry R132H, stated change not applied): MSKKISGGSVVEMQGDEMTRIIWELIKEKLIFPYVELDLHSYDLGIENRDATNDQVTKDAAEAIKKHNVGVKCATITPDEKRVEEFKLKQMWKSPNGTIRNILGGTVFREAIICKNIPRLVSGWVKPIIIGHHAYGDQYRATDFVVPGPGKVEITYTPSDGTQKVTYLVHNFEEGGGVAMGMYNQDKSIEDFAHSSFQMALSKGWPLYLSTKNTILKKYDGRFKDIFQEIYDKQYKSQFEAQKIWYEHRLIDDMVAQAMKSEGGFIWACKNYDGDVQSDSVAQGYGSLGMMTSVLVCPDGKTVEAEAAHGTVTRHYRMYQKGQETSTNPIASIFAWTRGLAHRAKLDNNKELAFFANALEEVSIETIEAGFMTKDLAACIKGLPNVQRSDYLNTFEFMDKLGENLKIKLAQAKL
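IDH1-R132H (0.5 ug/mL dispensed) in pH 7.5 Tris buffer was preincubated 30 min with compound, then given a substrate mix of 0.016 mM NADPH and 2 mM alpha-KG for 80 min at room temperature; remaining NADPH was read by diaphorase/resazurin fluorescence.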
HP1b chromo inh: inhibitors of HP1-beta chromodomain binding to methylated histone tails. AlphaScreen HP1-beta / biotin-H3K9me3 peptide binding. Potency, µM (highest dose often 114 µM), inactives show top-dose activity change, negative = inhibition, usual class: inhibitors. actives 0.56% (n = 390,000); also: potency is read from the fitted curve at half-maximal effect; nearly all actives have a fitted effect of over 70% in size; inactives centre near 23
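AlphaScreen: HP1-beta (50 nM) preformed 30 min with biotin-H3(1-18)K9me3 peptide (50 nM) in PBS pH 7.4, 0.01% Tween-20. Compound added for 30 min at RT, then streptavidin donor/nickel chelate acceptor beads (10 ug/mL) for 30 min.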
Tb PGK inh: blocks T. brucei phosphoglycerate kinase; P07378; PGK/GAPDH coupled, Kinase-Glo luminescence, 60 min; Potency, µM (doses to about 57.5 µM), without a hit: at the highest dose activity change, negative = inhibition, usual class: inhibitors; actives 0.043% (n = 380,000); AID 602233; also: potency is read from the fitted curve at half-maximal effect; % is scaled to controls: 0 for no effect and ±100 for the full control effect; nearly all actives have a fitted effect of over 60% in size
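Luminescent ATP detection (Kinase-Glo Plus) follows a 60-minute room-temperature incubation, with wells lacking PGK as controls. Buffer: 100 mM TEA (pH 7.6), 5 mM MgCl2, 0.01% Tween-20. Coupling enzyme GAPDH (100 nM final) supplies unstable 1,3-BPG in-well.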
Pin1 inhibitor: blocks the human prolyl isomerase Pin1 | Potency, µM (titrated, usually from 115 µM), inactives show at the highest dose activity, negative = inhibition, most hits filed as inhibitors | Pin1 FP peptide displacement, HiFluor488, 10 min | actives 0.009% (n = 390,000) | Q13526; active = well fitted inhibition curve with a large enough effect in the polarisation, with a control signal flat, not every such curve was filed as active; inconclusive = small, poorly fitted or top-dose-only effect, or effect the other way, or a change in a side signal; inactive = no such curve, though single readings can be large or run the other way; the % refers to the polarisation; also: potency is read from the fitted curve at half-maximal effect; % is scaled to controls: 0 for no effect and ±100 for the full control effect
GLS inh: glutaminase GLS (human) inhibition | O94925 | GLS enzymatic activity, qHTS titration | Potency, µM (titrated, usually from 45.5 µM), for the others: at the highest dose activity change, negative = inhibition, actives largely listed as inhibitors | actives 0.21% (n = 410,000) | AID 624170; also: potency is read from the fitted curve at half-maximal effect; % is scaled to controls: 0 for no effect and ±100 for the full control effect
Target sequence (O94925 whole entry, looked up): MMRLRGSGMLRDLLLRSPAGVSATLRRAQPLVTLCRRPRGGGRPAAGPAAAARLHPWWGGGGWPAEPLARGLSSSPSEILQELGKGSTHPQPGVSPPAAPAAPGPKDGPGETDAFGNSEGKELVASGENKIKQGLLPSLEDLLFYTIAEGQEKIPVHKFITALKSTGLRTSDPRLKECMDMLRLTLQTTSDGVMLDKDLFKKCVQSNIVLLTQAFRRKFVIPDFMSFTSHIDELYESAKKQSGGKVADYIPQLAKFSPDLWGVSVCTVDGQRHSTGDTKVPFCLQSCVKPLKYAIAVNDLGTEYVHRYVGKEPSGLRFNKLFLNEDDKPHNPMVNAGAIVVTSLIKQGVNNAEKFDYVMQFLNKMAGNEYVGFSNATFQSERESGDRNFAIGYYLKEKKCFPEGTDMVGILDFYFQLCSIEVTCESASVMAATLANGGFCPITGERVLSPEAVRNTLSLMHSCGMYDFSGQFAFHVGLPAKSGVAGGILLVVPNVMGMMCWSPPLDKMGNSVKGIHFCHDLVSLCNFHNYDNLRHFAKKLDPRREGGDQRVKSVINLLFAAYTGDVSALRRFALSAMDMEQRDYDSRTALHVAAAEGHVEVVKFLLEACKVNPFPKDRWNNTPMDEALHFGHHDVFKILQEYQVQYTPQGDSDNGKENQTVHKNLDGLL
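hKGA; 45 mM KH2PO4 pH 8.2 + 0.02% Tween-20; cpd via pin tool; 1 mM Gln soln; GluOx/HRP/Amplex Red; RT 30 min; fluor. t0 & final.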
TrxR1 substrate: rat thioredoxin reductase 1 substrate activity | Potency, µM (series often up to 114 µM), without a hit: at the top dose activity change, negative = substrate turnover | O89049 | AID 588456 | actives 0.01% (n = 390,000) | purified TrxR1 substrate turnover, NADPH consumption readout; also: potency is read from the fitted curve at half-maximal effect; % is scaled to controls: 0 for no effect and ±100 for the full control effect; nearly all actives have a fitted effect of over 50% in size
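Rat TrxR1, dispensed at 90 nM, was prereduced with 400 uM NADPH (final) for 5 min at ~22 deg C, then incubated with compound 15 min before 400 uM selenite. A first-read NADPH fluorescence drop versus no-compound background flagged substrates.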
* = called active by the depositor; i = inactive; ? = inconclusive; . = not tested or not shown; [ ] = another dose, or the depositor's remark. Unless noted, calls follow the shape of the dose curve; as a rule, active = well fitted curve in the direction sought with a large enough effect; inconclusive = small, poorly fitted or top-dose-only effect, or another doubt; inactive = no such curve, though single readings can be large; an effect the other way counts as inactive or inconclusive.

Values run as follows: TrxR1 inh, USP1 inh, PI4K2A block, mIDH1 inhibitor, HP1b chromo inh, Tb PGK inh, Pin1 inhibitor, GLS inh, TrxR1 substrate
O=C(Nc1cccc2ncccc12)c1ccc2c(c1)OCCO2
    7.4%, -22.1%, -11.2, 11.6%, 34.0%, -5.3%, 0.2%, 1.5%, -2.2%
CCCc1nnc(NC(=O)CCC(=O)NCCc2ccc(Cl)cc2)s1
    -2.5%, -1.2%, 3.0, -2.7%, 19.4%, -8.1%, -8.1%, 5.9%, -10.6%
COC(=O)c1cccc(NC(=O)c2nsc3ccccc23)c1
    0.4%, ?, ?, ., 31.3%, ., 8.8%, 6.2%, -4.3%
O=C(OCC(=O)N1CCCC1)c1ccc(O)cc1
    7.6%, -10.3%, -1.3, -11.6%, 21.6%[57 µM], -6.4%, ?, 1.5%, 4.3%
S=C(Nc1ccccc1Cl)N1CCCC1
    9.6%, -12.8%, -1.6, 5.5%, 4.2%, ., -3.7%, -0.5%, 3.7%
NC(=O)CC[C@@H]1NC(=O)[C@H](CO)NC(=O)c2cc([N+](=O)[O-])cc(I)c2NCCCC[C@@H](C(N)=O)NC(=O)[C@H](Cc2ccc(O)cc2)NC1=O
    -27.3%[57.1 µM], -24.9%, -4.7, -10.4%, 6.9%, i, ?, 16.0%, -2.4%[57.1 µM]
CN(C)c1ccc(CNn2cnnc2SCc2ccc(F)cc2)cc1
    6.8%, -20.1%, 6.6, 7.9%, -5.5%, -8.6%, 0.3%, 39.2%[activator], 2.5%
Cn1c(=O)[nH]c(=O)c2c1nc(NCCCn1ccnc1)n2CCOc1ccccc1
    20.4%, -8.6%, -0.7, -0.7%, 9.9%, 1.8%, -1.6%, 20.4%, 2.9%
CCc1cccc(CC)c1-n1c(-c2cccnc2)n[nH]c1=S
    10.4%[57.1 µM], -2.0%, -2.0, 4.2%, 22.3%, -0.4%, 0.4%, 1.5%, 8.6%[57.1 µM]
N#CCSc1ccccc1NC(=O)COC(=O)CCNC(=O)c1ccc([N+](=O)[O-])cc1
    4.5%, -13.3%, 0.7, -11.4%, 22.3%, -10.6%, ?, -3.2%, 5.4%
Cc1ccc(-c2nnn3c2nc(NCCc2ccc(S(N)(=O)=O)cc2)c2ccccc23)cc1
    19.1%[57.1 µM], -22.0%, 6.6, 2.9%, 10.0%, -5.8%, ?, 38.7%[activator], 0.7%[57.1 µM]
COc1ccc(C(Nc2ccc(S(=O)(=O)NCC3CCCO3)cc2)C(=O)NC(C)(C)C)cc1OC (stereo unspecified)
    50.9%[activator][57.1 µM], -6.9%, 1.9, 5.0%, ?, -3.7%, -0.3%, 2.8%, -4.7%[57.1 µM]
O=C(CSc1nnc(-c2ccccc2)o1)Nc1ccccc1F
    17.6%[57.1 µM], -10.9%, -1.8, 2.2%, 17.3%, -7.6%, 1.9%, 6.1%, 16.6%[57.1 µM]
CC1(C(=O)NNC(=O)C2CCCCC2)CC1(Cl)Cl (stereo unspecified)
    20.3%, -16.7%, -2.6, -6.0%, 21.4%, 17.8%, -4.4%, -12.0%, 5.9%[57.1 µM]
COc1ccc(OC)c(C2=NOC(C(=O)NCc3ccco3)C2)c1 (stereo unspecified)
    28.2µM*, -6.0%, -0.1, 3.7%, 24.7%, 1.6%, -3.5%, 2.1%, 3.6%

Values run as follows: TrxR1 inh, USP1 inh, PI4K2A block, mIDH1 inhibitor, HP1b chromo inh, Tb PGK inh, Pin1 inhibitor, GLS inh, TrxR1 substrate
O=C(COc1ccc(F)cc1)NCCN1CCCC1
    14.1%[57.1 µM], -4.6%, -3.2, 3.1%, 18.5%, -4.4%, -2.6%, 0.1%, 8.7%[57.1 µM]
COc1ccc(C(CCO)NC(=O)c2cccs2)cc1OC (stereo unspecified)
    14.6%[57.1 µM], -8.7%, -0.3, -1.8%, 21.0%, 3.4%, -0.3%, -2.3%, 7.6%[57.1 µM]
COc1cc(/C=C/C(=O)OCC(=O)Nc2c(C)n(C)n(-c3ccccc3)c2=O)cc(OC)c1OC
    1.0%, -2.7%, 2.4, -15.9%, 29.5%, -4.4%, -6.3%, 0.5%, 1.0%
CN(C)C(=S)NC(=O)C12CC3(C)CC(C)(CC(C)(C3)C1)C2
    35.4%, -12.8%, -1.9, 0.0%, 35.6%, -6.5%, -2.7%, 1.3%, 7.7%
COc1ccc2[nH]c3c(=O)n(CCCN4CCOCC4)cnc3c2c1
    -23.8%, -4.1%, -6.9, 3.7%, 20.0%, -10.2%, -1.6%, 5.0%, 131.5%[activator]
Cc1ccc(-c2c(C)n([O-])c3c([n+]2=O)CCCC3)o1
    0.7%[57.1 µM], -13.3%, -12.1, 0.6%, 44.0%[activator], -5.2%, -1.8%, -3.1%, -0.5%[57.1 µM]
CCNC(=O)c1c(NC(=O)c2nc(S(=O)(=O)CC)ncc2Cl)sc2c1CCCC2
    14.1µM*, -21.8%, -6.6, 12.9%, 32.1%, -2.5%, 41.0%[activator], 0.0%, -8.7%
CCCCc1ccc(NC(=O)CSc2nc(=O)n(CCN3CCOCC3)c3c2CCC3)cc1
    -13.3%, -21.1%, -4.2, 2.9%, 14.7%, i, 2.3%, -0.4%, -11.7%
CN(CCc1ccccn1)C1CCCN(S(=O)(=O)c2ccccc2Cl)C1 (stereo unspecified)
    1.0%, -19.6%, -24.4, -1.4%, 31.4%, 7.1%, -1.5%, 10.8%, 8.6%
CC(=O)N1CCN(S(=O)(=O)c2cccc(C(=O)Nc3ccc(F)c(F)c3)c2)CC1
    -9.6%, -17.7%, 16.6, 10.3%, 3.7%, -0.6%, ?, -16.1%, 5.9%
O=C(c1ccc2ncsc2c1)N1CCN(c2ccccc2Cl)CC1
    19.6%, -6.0%, -3.7, 0.2%, 10.0%, -6.5%, -8.3%, -6.7%, -2.5%
Cc1ccc(S(=O)(=O)N2CCOCC2)cc1NC(=O)COC(=O)Cc1ccccc1
    8.3%[2.29 µM], ?, -3.0, -2.1%, 17.7%[57 µM], 5.6%, 4.3%, -11.7%, 5.2%[57.1 µM]
COc1cc2c(cc1OC)CC(=O)N(C)CC2
    -6.1%, -13.0%, -2.7, 3.5%, 16.5%, 4.3%, -0.2%, 0.0%, -3.5%
Cc1ccccc1-n1cc(C(=O)c2cc(Cl)ccc2O)cc(C#N)c1=O
    -4.0%, -0.5%, 5.5, 1.1%, 15.3%, i, 23.1%, -2.9%, -9.3%
Cc1ccc2c(c1)cc(CN(Cc1ccc3c(c1)OCO3)C(=O)c1cnccn1)c1nnnn12
    2.3%, -14.8%, 1.5, 13.7%, -8.5%, -5.8%, 1.1%, 16.4%, -2.6%

Values run as follows: TrxR1 inh, USP1 inh, PI4K2A block, mIDH1 inhibitor, HP1b chromo inh, Tb PGK inh, Pin1 inhibitor, GLS inh, TrxR1 substrate
Cn1c(=O)n(C)c2cc(NS(=O)(=O)c3ccc(C(C)(C)C)cc3)c(NCc3ccccc3)cc21
    -14.3%, ?, -3.9, 33.7%[activator], ?, -0.6%, -6.6%, 32.3%[activator], 48.1%[activator]
COc1cccc(C(=O)Nn2cnnc2)c1
    -0.6%, -8.4%, 1.3, -6.8%, 1.0%, i, -12.6%, -0.3%, -5.7%
CCN(CC)c1ccc(/C=N/OCC(=O)Nc2cccc(C)c2)cc1
    -20.1%, ?, 3.8, 3.7%, 11.1%, 2.9%, ?, 1.8%, -10.4%
COc1ccc2c(c1)Cc1sc(NC(=O)c3cccnc3)nc1-2
    7.6%[57.1 µM], -24.6%, -12.4, 3.6%, 34.3%, 8.0%, -2.6%, 2.6%, 5.8%[57.1 µM]
CCOC(=O)Cc1nnc(NC(=O)C(CC)Sc2nnc3c4ccccc4n(C)c3n2)s1 (stereo unspecified)
    28.4%, 2.0%, 1.9, -3.2%, 4.7%, ., 11.8%, 2.4%, 6.9%
CCC(C)NC(=O)C1CCN(c2nc(C)cc(C)n2)CC1 (stereo unspecified)
    12.5%, -2.2%, 1.0, 7.4%, 61.0%, i, -1.7%, 0.1%, 16.4%
O=C(Nc1ccccc1)C1CCOC1=O (stereo unspecified)
    28.9%, -21.4%, -7.1, -3.7%, 35.6%, 0.1%, 2.6%, -4.7%, 4.5%
O=C(CSc1nnc(-c2ccco2)n1Cc1ccccc1)c1ccccc1
    2.3%[57.1 µM], -22.1%, -2.9, 1.7%, -11.0%, -0.8%, 12.4%, 4.8%, 5.6%[57.1 µM]
CCOC(=O)c1c(NC(=O)C(C)Sc2cccc[n+]2[O-])sc2c1CCN(Cc1ccccc1)C2 (stereo unspecified)
    33.4%[57.1 µM], -12.3%, -2.0, 0.3%, -9.9%, -5.5%, ?, -18.2%, 11.5%[57.1 µM]
O=C(O)c1ccc(C=NN=Cc2ccco2)cc1
    -17.8%[11.4 µM], -3.8%, 0.9, -1.4%, 21.8%, -2.9%, -4.0%, 3.0%, 3.1%[57.1 µM]
Cc1ccc(NC(=O)CN(C)CC(=O)Nc2cccc(F)c2)cc1[N+](=O)[O-]
    10.4%[57.1 µM], -13.0%, 0.6, 2.3%, -14.6%, -0.9%, 0.4%, -4.2%, -6.9%
COc1ccc(CCNC(=O)CO/N=C/c2cc3c(cc2Br)OCO3)cc1OC
    15.4%[57.1 µM], -5.0%, 0.5, -1.1%, 19.1%, i, 6.8%, -6.7%, -1.5%[57.1 µM]
CCC(=O)Nc1ccccc1C(=O)N1CCOCC1
    15.0%, -5.7%, -2.0, 3.9%, 33.4%[activator], -3.7%, 2.9%, -4.1%, 11.0%

These rows are one share of the data; the hit share may differ from the screen's.
